From PubChem
FLuc act counter = firefly luciferase counter-screen for stimulation assays; P08659; ATPlite luciferase biochemical, luminescence, 10 min; 0 = ATP-free wells, 1 = DMSO control; activation factor at 10 µM; 200,000 tested, under 10 active;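 active means luciferase activation factor, scaled between plate controls, of at least 2 with compound at 10 µM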
Target sequence (P08659 whole entry, looked up): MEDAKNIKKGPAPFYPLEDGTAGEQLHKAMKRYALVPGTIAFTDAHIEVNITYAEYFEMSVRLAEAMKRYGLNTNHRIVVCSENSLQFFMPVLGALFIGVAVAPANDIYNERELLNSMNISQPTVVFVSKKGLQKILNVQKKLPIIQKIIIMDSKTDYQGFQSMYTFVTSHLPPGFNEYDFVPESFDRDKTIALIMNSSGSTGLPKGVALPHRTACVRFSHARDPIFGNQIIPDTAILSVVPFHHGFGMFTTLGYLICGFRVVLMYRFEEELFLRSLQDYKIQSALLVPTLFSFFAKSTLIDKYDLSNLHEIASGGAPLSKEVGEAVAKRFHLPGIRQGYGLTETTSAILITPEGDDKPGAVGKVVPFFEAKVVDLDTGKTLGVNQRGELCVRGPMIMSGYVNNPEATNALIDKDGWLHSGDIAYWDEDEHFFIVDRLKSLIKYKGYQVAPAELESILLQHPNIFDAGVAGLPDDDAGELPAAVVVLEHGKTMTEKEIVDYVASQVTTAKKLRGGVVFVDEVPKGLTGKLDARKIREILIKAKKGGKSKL
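Assay system: Luciferase/luciferin detection reagent, cell-free biochemical luciferase assay / Also added: ATP substrate / Schedule: 10 min at ambient temperature / Measured by: luminescence measurement of luciferase light output / Benchmarks: low control with PBS replacing ATP, high control enzyme plus ATP without compound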
Redox H2O2 prof = compounds producing H2O2 with reducing agent – biochemical, NIH compound library profiling, artefact control for MLSCN library redox annotation, primary screen. DTT-dependent redox cycling H2O2, phenol red/HRP absorbance; 100% = 100 µM peroxide control, 0% = buffer. activation, % at 10 µM. hit rate 0.03% among 200,000;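 active means activation of at least 50% relative to the plate's high and low controls in the primary single-dose screen; inactive means activation below 50%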;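 further: compound incubated with DTT at 0.8 mM final as the reducing agent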
APP transl inh = APP translation inhibition; SH-SY5Y APP 5'UTR-luciferase reporter, luminescence; inhibition, % at 2 µM; hit rate 0.82% among 190,000; AID 1285;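 active means inhibition above a set limit, derived from the sample mean plus 3 SD, cut at about 45% in these data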; further: values of inactives mirror those of a sister screen read the other way
Efa HMGR inh = E. faecalis class II HMG-CoA reductase inhibition; purified E. faecalis HMGR, NADPH absorbance 340 nm kinetic; inhibition, % at 10 µM; hit rate 0.41% among 190,000; AID 1066;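 active means inhibition above a set limit, the median over all tested compounds plus 3 SD, cut at about 9.5% in these data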;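 further: enzyme runs in reverse so mevalonate oxidation gives rising NADPH absorbance; 0% = complete reaction with DMSO and 100% = background rate lacking mevalonate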
G6PDH counter = L. mesenteroides G6PDH inhibition counter-screen; Purified L. mesenteroides G6PDH, diaphorase/resazurin coupled fluorescence, 45 min; inhibition, % at 5 µM; hit rate 0.12% among 200,000; AID 1020; in the data active means inhibition above about 50%
APP 5'UTR act = APP 5'UTR luciferase reporter activation; SH-SY5Y APP 5'UTR luciferase reporter, luminescence; zero percent = DMSO vehicle wells; activation, % at 2 µM; hit rate 1% among 190,000; AID 1276;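 active means activation above a set limit, based on mean plus 3 SD of controls, cut at about 140% in these data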; further: values of inactives mirror those of a sister screen read the other way
Hsp70 act = Hsp70 transcriptional activation, primary screen | HeLa Hsp70 promoter luciferase reporter, luminescence; scaled: vehicle 0, proteasome-inhibitor control 100% | activation, % at 10 µM | hit rate 0.04% among 200,000;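 active means activation above the mean across all tested compounds plus 3 SD, cutoff set per campaign, cut at about 5.5% in these data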;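 further: 100% = MG132 at 30 µM as the positive control and 0% = DMSO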
STAT1 act = STAT1 signaling activation; NIH 3T3 STAT1-luciferase reporter, IFN-gamma, luminescence; 100% = IFN-gamma alone, no compound; activation (% of control), % at 5.5 µM; hit rate 2.6% among 200,000;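 active means activation above the screen-wide mean activation plus 3 SD, cut at about 130% in these data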;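 further: raw ratio to IFN-gamma control signal so 100% means no change and 0% no light; values of inactives mirror those of a sister screen read the other way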
NF-kB expr up = compounds increasing NF-kB expression in human neuronal cells. NF-kB reporter expression; stronger effect = higher value. fold change at 12.5 µM. hit rate 1.6% among 190,000; in the data active means fold change above about 3.3
FLuc inh counter = inhibits firefly luciferase, flagging false hits in luciferase inhibition screens; P08659; ATPLite firefly luciferase biochemical luminescence, 10 min; inhibition, % at 10 µM; hit rate 1.5% among 200,000; AID 1006;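 active means inhibition above about 50% when tested at 10 µM, limit read from the data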
The depositor's hits bear a star; · = not tested or not shown; & = joins results of further samples.

canonical_smiles,FLuc act counter,Redox H2O2 prof,APP transl inh,Efa HMGR inh,G6PDH counter,APP 5'UTR act,Hsp70 act,STAT1 act,NF-kB expr up,FLuc inh counter
CCn1c(CS(=O)Cc2ccc(Cl)cc2Cl)nnc1SCc1c(Cl)cccc1Cl (stereo unspecified),1.1,1.9,2,3,-8,-2,-0.3,88,0.95,-5
COc1ccnc(Nc2cccc(C)c2)c1C#N,1.1,-0.4,-3,-2,-9,3,0.1,110,1.2,-7
CSc1cccc(NC(=O)c2c(Cl)cnn2C)c1,1,0.7,6,-1,-1,-6,0.0,103,0.99,4
CC1CCN(CCC(=O)Nc2ccc3c(c2)CCC3)CC1,1.1,0.4,-8,-8,6,8,-0.4,105,1,-6
CCOc1ccc(C(=O)NCC(=O)OCC(=O)c2ccc3c(c2)-c2ccccc2C3)cc1,1.1,0.9,4,-8,-65,-3,-0.4,102,1.4,-6
COc1ccc2cc(C(=O)C3CCCN(C(=O)CCc4cnn(C)c4)C3)ccc2c1 (stereo unspecified),1.1,-0.6,-33,-3,14,33,0.1,125,·,-6
COCCNS(=O)(=O)c1cccn1-c1ncc(C(F)(F)F)cc1Cl,1,0.2,-7,-4,-2,7,-0.7,102,1.2,-4
COc1cccc(C2=NOC(C(=O)Nc3cc(OC)c(OC)c(OC)c3)C2)c1 (stereo unspecified),1.1,1.3,17,0,2,-17,0.2,89,0.9,-8
Fc1ccc(-c2nnc(CSc3nnc(-c4ccc5c(c4)OCO5)o3)o2)cc1,1.1,-0.4,2,1,0,-2,-0.3,104,1.1,-5
CSc1cc(-c2ccc(Cl)cc2)n(Cc2ccccc2)c(=O)c1C#N,1.1,1.3,9,-3,5,-9,0.0,101,1,-9
CCOC(=O)c1c(C)sc(Sc2ccc(Cl)cc2[N+](=O)[O-])c1OC,1,-0.1,1,-1,-1,-1,-0.3,99,0.76,-1
CC(=O)NC(Cc1ccc(C)cc1)C(=O)NC1CCN(c2ncccc2[N+](=O)[O-])CC1 (stereo unspecified),1.1,0.3,6,-4,-10,-6,-0.1,101,0.94,-6
COCCCNC(=O)Cn1c(=O)n(Cc2ccccc2Cl)c(=O)c2cc(OC)c(OC)cc21,1,-3.6,-10,-9,4,10,-0.2,93,1.3,-4
Cn1c(=O)[nH]c(NC2CCCCC2)c([N+](=O)[O-])c1=O,1,0.2,-2,-4,5,2,-0.2,97,1.4,-3
c1cnc(N2CCN(Cc3ccc4c(c3)OCO4)CC2)nc1,1&1,-0.2,-8,6&-7,2&9,8,-0.1&-0.3,97,1.2,-5&-1
COc1cccc(C(=O)NCc2cn3ccsc3n2)c1,1,0.4,-7,-1,-19,7,0.0,102,1.2,-3
CCC(=O)N1CCc2cc(S(=O)(=O)NCCC(=O)Nc3cc(C)cc(C)c3)ccc21,1.1,-2.3,-12,-2,5,12,0.2,100,1.2,-6
CC(C)NC(=O)NC(=O)CSc1ncc(C(F)(F)F)cc1Cl,1,2.9,6,·,-1,-5,0.2,93,0.91,-1
O=C(CNCCO)Nc1ccc(F)c(Cl)c1,0.6,-1.8,-27,-3,-2,27,-0.1,103,1,39
Cn1c(=O)[nH]c(=O)c2c1nc(CN1CCN(c3cccc(Cl)c3)CC1)n2CCN1CCOCC1,1,3.3,5,-5,-2,-5,-0.3,93,0.8,-1

(continued)
canonical_smiles,FLuc act counter,Redox H2O2 prof,APP transl inh,Efa HMGR inh,G6PDH counter,APP 5'UTR act,Hsp70 act,STAT1 act,NF-kB expr up,FLuc inh counter
CCCSc1nnc(-c2cnn(-c3ccccc3)c2-n2cccc2)n1C,1.1,0.0,6,-8,8,-5,-0.6,93,1.1,-5
COc1ccccc1-c1ccc(=O)n(CC(=O)NC2CCc3ccccc32)n1 (stereo unspecified),1,0.1,7,0,8,-7,-0.3,101,1.4,-5
O=C(NCc1ccc(Cl)s1)c1cc(COc2c(F)cccc2F)on1,1,-0.1,6,-4,6,-6,-0.2,102,1.2,-3
CC(=O)Nc1nc(C)c(-c2csc(Nc3cccc([N+](=O)[O-])c3)n2)s1,1.1,0.2,-10,-4,-6,10,-0.2,115,0.69,-6
Cc1ccc(C)c(C2=CSC3=NS(=O)(=O)CCN23)c1,1,2.1,-16,1,4,16,-0.2,102,1.1,-3
Clc1ccc(-n2ncc3c(NCc4ccco4)ncnc32)cc1,0.9,-2.2,-128,1,-2,128,-0.1,150*,2.7,6
COc1cc(NS(=O)(=O)c2ccc(N/C=C\C(=O)c3ccc(OC)c(OC)c3)cc2)nc(OC)n1,1,-0.1,5,-3,16,-5,-0.3,98,0.95,-4
COC(=O)c1cccc(NC(=O)CSc2nnc(COc3ccccc3)n2C)c1,1.1,1.4,-4,2,8,4,0.3,106,1.1,-9
O=C(CN1CCCC1)Nc1ccc(Oc2ccc(NC(=O)CN3CCCC3)cc2)cc1,1.1,0.3,-2,0,0,2,0.0,93,0.95,-10
COc1cc(NC(=O)CN2C(=O)NC(C)(c3ccccc3)C2=O)c(C)cc1[N+](=O)[O-] (stereo unspecified),1,0.3,7,1,-15,-7,-0.1,104,0.89,-5
O=C(Nc1ccncc1)c1ccc(NS(=O)(=O)c2cccc(F)c2)cc1,1.1,0.0,2,2,-3,-2,-0.2,102,0.82,-10
COc1ccc(S(=O)(=O)Nc2cc(C)cc(C)n2)c2ccccc12,1,0.8,5,-2,4,-5,-0.3,91,0.84,-3
CCOC(=O)CC1C(=O)NCCN1C(=O)c1sc2ccccc2c1Cl (stereo unspecified),1.1,-0.1,1,-5,7,-1,-0.4,93,0.96,-6
CC(C)CN1CN(Cc2ccco2)CNC1=S,1,0.4,0,3,-7,0,-0.3,97,1,-3
COc1ccc(Cl)cc1C(=O)Nc1ccc(NC(=O)C(C)C)cc1,1,-0.3,-1,-5,6,1,0.2,91,0.95,-4
Oc1ccccc1C1CC(c2cccs2)=NC(c2ccc(Cl)cc2)N1 (stereo unspecified),1,0.7,-52,-2,3,51,0.0,68,1.2,-2
COc1ccc(/C=C/C(=O)Nc2ccc(OC)nc2)cc1,0.8,0.5,-4,-4,0,4,-0.6,112,1.2,22
CCOc1ccc(-n2c(-c3ccccc3)c[n+]3c2CCCCC3)cc1,1.1,-0.1,-12,-4,-8,12,-0.4,74,0.52,-5
Cn1cnnc1SCC(=O)Nc1cc(C(F)(F)F)ccc1N1CCOCC1,1,-0.1,-1,-2,-3,1,-0.2,98,1.1,0
CCc1ccc(NC(=O)c2c(C(=O)Nc3ccccc3)sc3nc(C)cc(=O)n23)cc1,1,-2.6,-3,-5,-6,3,-0.4,102,0.9,-1

(further entries)
canonical_smiles,FLuc act counter,Redox H2O2 prof,APP transl inh,Efa HMGR inh,G6PDH counter,APP 5'UTR act,Hsp70 act,STAT1 act,NF-kB expr up,FLuc inh counter
Cc1cc(C)n(CC(O)CN(c2ccccc2)S(=O)(=O)c2ccccc2)n1 (stereo unspecified),1.1,0.5,-4,-4,7,4,-0.1,93,0.89,-7
Cc1ccc(NC(=O)Cn2nc(-c3ccccc3Cl)ccc2=O)c(Br)c1,1,-0.2,-14,-2,-1,14,0.4,98,1.6,4
CSCc1ccc(C(=O)NCc2ccccc2)cc1,0.9,-0.3,-14,1,0,14,-0.1,108,1.4,8
Nc1nc(CN2CCN(Cc3ccccc3)CC2)nc(N2CCCc3ccccc32)n1,1.1,0.3,-9,-4,6,9,-0.4,92,0.87,-10
COc1cc2c(cc1OC)C(C)N(C(C)=O)CC2 (stereo unspecified),1.1,-0.3,-1,3,2,1,-0.1,100,1.7,-6
CCOC(=O)c1c(C)[nH]c2c1-c1ccccc1C(=O)C2=O,1.1,90*,96*,-3,55*,-96,-0.3,103,0.25,-5
Cc1ccn2cc(-c3cccc(NC(=O)c4ccccc4)c3)nc2c1,0.5,-0.2,-34,-9,2,34,-0.1,118,1.6,50
Cc1cc(/C=C(\C#N)C(=O)Nc2ccc(Cl)cc2)c(C)n1-c1ccc(N2CCOCC2)c([N+](=O)[O-])c1,1,-0.6,-5,-9,-4,5,-0.3,100,0.58,1
Cc1c(N=C2NN=C(c3ccc(Cl)cc3)CS2)c(=O)n(-c2ccccc2)n1C,1,-0.3,1,-3,2,-1,-0.3,92,1.1,-3
COc1ccc(-n2ccnc2SCC(=O)NCc2ccco2)c(OC)c1,1,-0.8,8,-3,2,-8,-0.4,92,1.1,-4
CC(C)c1c(O)nc(SCC(=O)Nc2ccc3c(c2)CCC3)[nH]c1=O,1.1,-1.4,10,-2,-13,-10,-0.3,92,1,-8
CCNC(=O)NC(=O)C(C)OC(=O)Cc1coc2cc3c(cc12)CCC3 (stereo unspecified),1,-0.6,-14,-1,-1,14,-0.2,97,0.99,-3
CCN1CCN(c2nc3sc4c(c3c(=O)n2-c2ccc(OC)cc2)CCCCC4)CC1,1,1.1,2,-6,5,-1,-0.3,93,1.2,-4
CCOC(=O)N1CCN(c2ncc(C(F)(F)F)cc2Cl)CC1,1.1,-2.2,8,-8,5,-8,-0.2,98,1.2,-5
CNc1ccccc1C(=O)OCC(=O)c1ccccc1,0.7,0.6,4,0,4,-4,0.0,124,1.4,29
CC(=O)Nc1ccc(OCCC[n+]2ccccc2)cc1,1,-0.4,9,4,2,-9,-0.4,115,0.98,-4
OC(CNCc1ccccc1F)(c1ccc(F)cc1)c1ccc(F)cc1,1,-1.3,-21,-2,0,21,-0.2,87,0.87,0
COc1ccccc1NC(=O)c1nnn(Cc2ccccc2)c1NC(C)=O,1,1.2,1,-5,5,-1,0.0,96,1.1,-5
Cc1cc(Br)c2c(c1)=C(c1sc(N3CCCCCC3)nc1O)C(=O)N=2,1,0.6,-20,-2,-56,20,-0.3,108,1.4,5
COc1cc(C(=O)Nc2nnc(C)s2)cc(OC)c1OC,1,-0.7,4,-2,-8,-4,-0.1,94,0.93,-5

New compounds follow.
canonical_smiles,FLuc act counter,Redox H2O2 prof,APP transl inh,Efa HMGR inh,G6PDH counter,APP 5'UTR act,Hsp70 act,STAT1 act,NF-kB expr up,FLuc inh counter
CC#CC[N+](C)(C)CCCCCCCCCCCC,1,-0.3,-13,-3,1,13,-0.4,72,0.74,-2
COCCNC(=O)C/C(C)=N/NC(=O)C(=O)NC1CCCCC1,1,-1.4,-6,-1,8,6,0.1,103,1.4,-3
Cc1[nH]c(=O)[nH]c(=O)c1NC(=O)c1cccs1,1.1,1.5,-21,2,12,21,0.0,101,1,-9
O=C(O)/C=C\C(=O)Nc1ccc(N2CCN(c3ccc(Cl)c(Cl)c3)CC2)cc1,1.1,-0.3,14,-5,14,-14,0.2,94,1.1,-5
O=C(CN1C(=O)c2cccc3cccc1c23)N1CCN(c2cccc(Cl)c2)CC1,1,4.2,3,0,2,-3,-0.2,99,1.2,-3
C=CCOC(=O)C1=C[C@H](c2ccccc2)[C@@H](CCCO)[C@H](OCC)O1,1.1,0.5,-11,1,8,11,0.2,87,1,-6
CCC(=O)Oc1ccc2c(C)cc(=O)oc2c1C,1,-0.3,-9,0,-7,36,-0.3,95,0.83,-2
O=C(O)CCn1c(SCc2cccc3ccccc23)nc2ccccc21,0.9,6.7,·,-9,-10,·,0.1,102,1.3,7
CCOC(=O)c1[nH]c2ccccc2c1NC(=O)CN(C)C,1.1,3.5,-13,4,-12,13,-0.3,95,1.1,-10
Cc1ccc(C#N)c(SCc2ccccc2[N+](=O)[O-])n1,1,-0.3,10,4,-6,-10,0.0,96,1.1,-5
